LDHA block: LDHA (human) enzyme inhibition | P00338 | purified LDHA, NADH/diaphorase-resazurin fluorescence; hits give low values | activity change, % (values are at about 110 or 230 µM) | hit rate 0.15% among 480,000 | AID 1347041; in the data active = activity change below about -30%; inconclusive = mostly about -25% to -30%;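 also: plate controls were DMSO wells for no effect and wells without enzyme for full effect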
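Human LDH5 at 2 nM final in Tris HCl pH 7.4 with 0.06 mM NADH and 0.2 mM pyruvate, reacted 5 minutes at room temperature. Remaining NADH coupled via diaphorase/resazurin; resorufin fluorescence read at 0 and 20 minutes, normalized to enzyme-free and DMSO wells.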
D1 antagonist: blocks dopamine activation of the human D1 receptor. HEK293 TREx D1 cells, calcium flux, dopamine EC80; hits give low values. hit rate 3.2% among 360,000. AID 504652. P21728. activity change, negative = inhibition, % at 10 µM; in the data active = activity change below about -30%; also: % is scaled to controls: 0 for no effect and ±100 for the full control effect
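Tetracycline-induced HEK293 T-REx cells with force-coupled D1 receptor were loaded with a no-wash calcium dye. Compound was added after a 10 s baseline and read kinetically for 180 s; EC80 dopamine was then added and calcium flux followed another 180 s.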
Glioma ERSR ind: induces the endoplasmic reticulum stress response in human glioma cells; AID 602332; U87-MG GRP78 promoter luciferase reporter, 16 h; Potency, µM, for the others: at the highest dose activation, usual class: activators; hit rate 0.02% among 420,000; also: potency is read from the fitted curve at half-maximal effect; series mostly up to about 76 µM; % of control where 0% means no effect; nearly all actives have a fitted effect of over 35% in size
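Stably transfected U87-MG human glioma cells carrying a GRP78-based luminescent sensor were seeded at 1000 cells/well, pin-dosed with compounds and incubated 16 h. Luciferase reagent was then added, and end-point luminescence was read after 10 min at room temperature.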
D1 ag: human D1 receptor agonism | P21728 | AID 504660 | hit rate 1% among 360,000 | activation, % at 2 µM | HEK293 T-REx D1 cells, calcium flux, agonist mode; in the data active = activation above about 30%; also: 0% is about no effect
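Tetracycline-induced HEK293 TREx D1 cells, force-coupled to calcium signalling, were dye-loaded with a no-wash calcium kit. Compound was pin-added after a 10 s baseline. Fluorescence was read kinetically at 1 cycle/s for 180 s, with calcium rises flagged as agonism.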
Vif-A3G inh: Vif-A3G binding inhibition. HeLa A3G-eYFP + Vif (tagged APOBEC3G with the HIV-1 protein that degrades it), YFP fluorescence, overnight. hit rate 0.076% among 410,000. AID 602310. Potency, µM (titrated, usually from 46.1 µM), without a hit: top-dose activity, negative = active, usual class: inhibitors;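 also: potency is read from the fitted curve at half-maximal effect; % is scaled to controls: 0 for no effect and ±100 for the full control effect; nearly all actives have a fitted effect of over 60% in size; hits raise eYFP signal because A3G escapes Vif-driven loss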
Target sequence (Q9HC16 whole entry, looked up): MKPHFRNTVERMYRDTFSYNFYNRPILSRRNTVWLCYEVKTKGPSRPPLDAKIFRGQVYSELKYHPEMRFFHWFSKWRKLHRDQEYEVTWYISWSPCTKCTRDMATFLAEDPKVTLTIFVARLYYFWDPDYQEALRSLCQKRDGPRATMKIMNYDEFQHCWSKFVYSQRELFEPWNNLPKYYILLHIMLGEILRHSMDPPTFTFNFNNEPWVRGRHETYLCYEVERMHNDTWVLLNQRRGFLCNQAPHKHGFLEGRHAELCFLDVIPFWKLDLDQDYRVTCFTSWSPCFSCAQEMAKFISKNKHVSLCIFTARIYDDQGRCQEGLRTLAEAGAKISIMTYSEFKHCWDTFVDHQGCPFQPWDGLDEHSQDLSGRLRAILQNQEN
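HeLa cells stably expressing Vif and C-terminally eYFP-tagged A3G, seeded overnight at 37 deg C, then exposed to compound by pintool overnight at 37 deg C. Rise in yellow fluorescence (Ex 488/Em 500-530, Acumen) marks blocked Vif-driven A3G degradation.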
RXFP1 agonist: activates the human relaxin receptor RXFP1; HEK293T-RXFP1 cAMP TR-FRET, 30 min; response scale: percent of porcine relaxin response, buffer zero; Potency, µM (doses to about 57.5 µM), for inactives: top-dose activation, usual class: activators; hit rate 0.3% among 370,000; AID 2676; Q9HBX9; also: potency is read from the fitted curve at half-maximal effect; % is scaled to controls: 0 for no effect and ±100 for the full control effect; nearly all actives have a fitted effect of over 60% in size; many of its hits are not listed in these tables
Target sequence (Q9HBX9 whole entry, looked up): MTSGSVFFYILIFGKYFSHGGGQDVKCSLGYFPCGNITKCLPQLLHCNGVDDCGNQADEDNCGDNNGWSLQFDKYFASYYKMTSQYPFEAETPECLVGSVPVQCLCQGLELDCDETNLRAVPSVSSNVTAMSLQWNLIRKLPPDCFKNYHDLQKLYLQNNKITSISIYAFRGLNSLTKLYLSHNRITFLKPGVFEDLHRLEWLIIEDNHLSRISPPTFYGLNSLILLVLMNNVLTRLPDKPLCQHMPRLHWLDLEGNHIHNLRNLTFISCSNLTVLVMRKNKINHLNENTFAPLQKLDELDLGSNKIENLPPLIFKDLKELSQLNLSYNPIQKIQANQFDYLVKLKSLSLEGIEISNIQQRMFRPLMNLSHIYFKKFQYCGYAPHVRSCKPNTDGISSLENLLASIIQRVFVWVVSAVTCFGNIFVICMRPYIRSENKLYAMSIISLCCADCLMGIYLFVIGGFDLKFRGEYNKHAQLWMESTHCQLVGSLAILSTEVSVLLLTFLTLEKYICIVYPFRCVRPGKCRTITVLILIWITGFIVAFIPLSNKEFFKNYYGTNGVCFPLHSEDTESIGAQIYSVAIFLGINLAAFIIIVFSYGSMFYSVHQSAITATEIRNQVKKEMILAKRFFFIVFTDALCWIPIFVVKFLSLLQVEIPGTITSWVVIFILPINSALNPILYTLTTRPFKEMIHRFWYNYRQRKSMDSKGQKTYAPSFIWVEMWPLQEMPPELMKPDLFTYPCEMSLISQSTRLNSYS
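Agonist response is measured as cAMP accumulation in an RXFP1-transfected HEK293T line under PDE4 inhibition. Values are scaled between buffer-only and 29 nM porcine relaxin, and EC50s come from standard Hill equation fits.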
D2 potentiator: positively modulates the human D2 dopamine receptor allosterically; HEK293 T-REx D2, calcium flux, EC20 dopamine potentiation; hit rate 0.34% among 340,000; potentiation, % at 10 µM;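 active = potentiation over 3 SD above the plate norm, cut at about 30% in these data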; also: 0% is about no effect
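Tetracycline-induced HEK293 T-REx cells force-coupled to calcium signalling expressed D2; compounds were pin-added after a 10 s baseline, read kinetically 180 s, then an EC20 dopamine challenge followed with a further 180 s calcium read.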
Vif-A3F inh: Vif-A3F binding inhibition | Potency, µM (top dose mostly 46.1 µM), for the others: top-dose activity, negative = active | HeLa A3F-eYFP + Vif (tagged APOBEC3F with the HIV-1 protein that degrades it), YFP fluorescence increase | hit rate 0.2% among 390,000; also: potency is read from the fitted curve at half-maximal effect; % of control where 0% means no effect; nearly all actives have a fitted effect of over 65% in size
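HeLa cells stably expressing A3F-eYFP plus Vif, plated and incubated overnight at 37 deg C, then exposed to compounds overnight at 37 deg C. Blocked degradation read as raised yellow fluorescence (Ex 488/Em 500-530).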
D1 potentiator: human D1 dopamine receptor positive modulation; AID 504651; potentiation, % at 10 µM; hit rate 0.036% among 360,000; P21728; HEK293 TREx D1 cells, calcium flux, dopamine EC20 potentiation; in the data active = potentiation above about 30%; also: 0% is about no effect
An asterisk follows results filed as active; ? = inconclusive; . = not tested or not shown; & = joins results of further samples. Unless noted, calls follow the shape of the dose curve; as a rule, active = well fitted curve in the direction sought with a large enough effect; inconclusive = small, poorly fitted or top-dose-only effect, or another doubt; inactive = no such curve, though single readings can be large; an effect the other way counts as inactive or inconclusive. Not all compounds are listed (hit frequency here may not be typical).

SMILES	LDHA block	D1 antagonist	Glioma ERSR ind	D1 ag	Vif-A3G inh	RXFP1 agonist	D2 potentiator	Vif-A3F inh	D1 potentiator
COCCCNC(=O)c1c(N)n(/N=C/c2ccccn2)c2nc3ccccc3nc12	3.5	-1.6	-3.0%	-0.1	2.4%	-0.2%	14.0	6.4%	-5.3
CCN1C(=O)CC(NC2CCN(C(=O)c3ccc(F)cc3)CC2)C1=O (configuration not stated)	-5.7	10.3	-2.9%	1.1	-1.0%	-0.8%	2.8	0.6%	2.3
COCCCNC(=O)CC1Oc2ccccc2NC1=O (configuration not stated)	-0.6	-21.3	-3.8%	-2.0	-0.8%	1.4%	4.7	0.3%	3.4
O=C(NCCN1C(=O)S/C(=C\c2ccc(Cl)c(Cl)c2)C1=O)c1cnccn1	1.8	-5.4	2.2%	-0.6	-15.0%	1.1%	-0.5	-15.5%	-1.4
COc1ccc(C(=O)NC2(C(F)(F)F)C(=O)Nc3c2c(=O)[nH]c(=O)n3CCc2ccc(OC)c(OC)c2)cc1 (configuration not stated)	-11.7&0.0	11.7&14.8	-2.7%&-3.4%	-0.3&1.5	-3.4%&0.9%	0.8%&-0.7%	-5.6&-6.6	-2.7%&0.4%	-0.1&-0.6
C/C(=N\NC(=O)OC(C)(C)C)c1ccccc1Br	2.0	-16.8	3.7%	3.2	1.2%	-1.0%	-0.9	3.7%	-11.1
COc1cc(NC(=O)CSc2ncc(S(=O)(=O)c3ccc(Br)cc3)c(=O)[nH]2)cc(OC)c1	2.6	-11.2	-1.2%	-0.8	-0.6%	2.2%	3.7	-1.3%	-1.2
COc1ccccc1OCc1ccc(C(=O)N2CCOCC2)o1	1.6	-15.2	-1.8%	0.3	-1.2%	-0.7%	2.7	-3.7%	-2.8
COc1cccc2cc(C(=O)Nc3cccc(C)n3)c(=O)oc12	-2.3	-23.5	-1.0%	1.4	2.7%	0.7%	13.9	-9.8%	-7.9
Cc1cc(=O)oc2cc(OCC(=O)NCc3ccccn3)ccc12	6.1&-4.6	1.0	-2.9%	8.6	2.1%	3.2%	17.1	1.2%	-4.3
COc1ccc(C2=CC(=O)OC3(CCCC3)O2)cc1	-0.2	4.0	-5.3%	1.8	0.6%	3.6%	10.4	-3.7%	-6.8
COc1ccc(-n2c(-c3ccco3)nc3c(cnn3-c3ccccc3Cl)c2=O)cc1	2.4	9.1	-2.9%	10.8	-1.6%	25.1%	4.3	5.9%	-2.9
COc1ccc(Cl)cc1C(=O)NNC1CC(=O)N(Cc2ccc(Cl)cc2)C1=O (configuration not stated)	-4.5	11.8	-2.7%	-1.6	0.6%	-0.4%	-3.6	1.5%	-0.5
Cc1ccc(-c2nc(CS(=O)(=O)CC(=O)N3CC(C)CC(C)C3)c(C)o2)cc1 (configuration not stated)	-0.9	10.6	0.7%	11.9	3.8%	1.4%	13.0	-7.4%	19.0
O=C(NCCC1=CCCCC1)C(=O)NCC(c1ccco1)N1CCN(c2ccccc2)CC1 (configuration not stated)	0.0	5.2	-4.3%	0.8	-0.6%	3.6%	9.9	3.4%	-2.4
Cc1cc(-c2ccc(N3CCOCC3)cc2)nc2ccccc12	-4.0	-12.2	-1.1%	5.6	?	9.9%	-1.0	?	0.3
Cc1ccc(Nc2c(-c3ccc(C)s3)nc3ccccn23)cc1	2.0&-2.5	4.8	1.4%	2.9	-9.5%	3.5%	.	-1.7%	0.5
CC(C)c1ccc(OCC(O)CNC(C)c2ccccc2)cc1 (configuration not stated)	4.1	2.0	-14.8%	15.2	-6.2%	-3.3%	9.3	2.1%	11.4
O=[N+]([O-])c1ccc(OCc2cnc(Cl)s2)cc1	0.3	-15.8	-1.1%	2.9	-0.3%	5.0%	-0.9	-9.8%	-3.7
Cc1c(NC(=O)C(C)OC(=O)c2ncc(Cl)c(Cl)c2Cl)c(=O)n(-c2ccccc2)n1C (configuration not stated)	-5.4	-0.8	-2.3%	1.2	1.7%	-0.4%	-6.4	3.2%	-1.6
Cc1ccc(S(=O)(=O)NC(=O)c2cc(C)n(-c3cc(S(=O)(=O)N4CCOCC4)ccc3N3CCCC3)c2C)cc1	1.6	22.7	-7.1%	2.7	-0.4%	1.9%	7.2	-2.9%	0.6
CCCNC(=O)Cn1c(=O)n(C)c2ccccc21	-9.5	12.5	12.8%	1.8	2.4%	-1.3%	10.2	10.9%	1.1
Cc1ccc(NC(=O)/C(=C\c2cccc(Br)c2)NC(=O)c2ccco2)cc1	-8.2	2.3	-1.8%	2.2	-5.7%	2.4%	-15.7	-3.8%	-2.7
CCOc1ccccc1N1CC(c2nc3ccccc3n2CCOc2ccc(C(C)(C)C)cc2)CC1=O (configuration not stated)	-8.7	17.5	4.9%	7.0	-5.8%	2.6%	12.4	-9.5%	4.2
Cc1ccc(-c2cc(C(F)(F)F)n3nc(C(=O)NCCCn4ccnc4)cc3n2)cc1C	0.2	6.6	-3.1%	5.8	2.9%	3.4%	-1.4	-3.1%	4.8
CC1=NN(/C(=N\c2nnc(C)s2)Nc2ccccc2)[C@H](c2ccc(C)cc2)S1	5.7	-10.8	0.0%	1.7	-10.2%	-2.3%	.	-25.5%	-4.5
CCC(C)(C)n1nnnc1C(c1ccc(Cl)cc1)N1CCN(C)CC1 (configuration not stated)	1.4	-8.2	-2.2%	3.3	-2.3%	-0.2%	10.1	-8.8%	4.2
CCOC(=O)c1ccc(-n2c(C)nc3c(cnn3-c3ccc(Cl)cc3)c2=O)cc1	-9.7&5.2	-8.6&-12.9	-2.5%&-1.8%	1.2&1.2	1.6%&-0.3%	3.0%&-0.4%	3.4&3.0	-11.1%	-0.6&-2.2
Cc1ccc2[nH]c(C(=O)N3CCN(C(c4ccccc4)c4ccccc4)CC3)cc2c1	1.7	4.1	-3.6%	3.8	-5.3%	0.8%	7.9	0.3%	-3.4
COc1ccc(NC(NC(=O)c2cccnc2)C(Cl)(Cl)Cl)cc1 (configuration not stated)	13.7	-2.9	3.0%	2.1	-5.5%	-3.1%	4.3	-20.1%	-6.2
O=C(O)c1c(CNCc2cccc(F)c2)c2ccccc2n1Cc1ccccc1	1.2	-9.3	-3.7%	-1.1	0.8%	0.4%	-21.8	-10.5%	1.6
O=C(NCc1ccc(F)cc1)c1ccc(CS(=O)(=O)Cc2ccccc2F)o1	-1.8	-21.1	-2.6%	6.1	3.1%	1.8%	-8.7	-1.2%	-2.5
CCOC(=O)N1CCN(C(=O)c2ccccc2NC(=O)c2ccc(Br)cc2)CC1	-4.5	8.0	-4.8%	0.7	-1.6%	3.0%	-10.7	0.4%	-11.2
Cc1cc(C)n2c(SCC(=O)Nc3ccc(F)cc3)nnc2n1	-1.2	-13.4	0.7%	0.9	2.3%	6.2%	-3.6	7.8%	-1.3
Cc1nc(-c2ccc(S(=O)(=O)N3CCN(c4ccc(F)cc4)CC3)cc2)co1	-24.4&-14.9	-11.6	-3.2%	0.8	-0.2%	4.9%	-4.7	1.8%	-5.2
CCCC(C(=O)NCc1ccco1)N(C(=O)CNS(=O)(=O)c1ccc(Cl)cc1)C1CCCC1 (configuration not stated)	-3.5	6.4	-0.3%	3.4	-0.3%	1.8%	5.9	-4.4%	-0.4
COc1ccc2c(c1)c(C(=O)CN1CCc3ccccc3C1)c(C)n2C	2.2	0.6	-7.8%	1.7	0.1%	5.6%	-9.3	-4.5%	0.3
Nc1nc(-c2ccccc2Br)cs1	-1.6	1.8	12.6%	1.6	-6.5%	1.5%	-3.9	6.7%	-4.5
O=C(CN1C(=O)NC2(CCCCC2)C1=O)NCCC1=CCCCC1	-15.4	-4.7	-2.4%	1.0	-3.7%	1.7%	-5.8	-8.9%	0.1
COc1ccc([N+](=O)[O-])cc1NC(=O)C(C)Sc1ccccc1 (configuration not stated)	2.7	-23.7	-3.6%	10.1	-2.6%	0.8%	-8.5	-0.3%	-3.0

Part of the list above, reformatted:
Every second line gives: LDHA block, D1 antagonist, Glioma ERSR ind, D1 ag, Vif-A3G inh, RXFP1 agonist, D2 potentiator, Vif-A3F inh, D1 potentiator
> Cc1nc(-c2ccc(S(=O)(=O)N3CCN(c4ccc(F)cc4)CC3)cc2)co1
→ -24.4&-14.9, -11.6, -3.2%, 0.8, -0.2%, 4.9%, -4.7, 1.8%, -5.2
> CCCC(C(=O)NCc1ccco1)N(C(=O)CNS(=O)(=O)c1ccc(Cl)cc1)C1CCCC1 (configuration not stated)
→ -3.5, 6.4, -0.3%, 3.4, -0.3%, 1.8%, 5.9, -4.4%, -0.4

Continuation.
SMILES	LDHA block	D1 antagonist	Glioma ERSR ind	D1 ag	Vif-A3G inh	RXFP1 agonist	D2 potentiator	Vif-A3F inh	D1 potentiator
Cc1cc(N2CCN(c3ccccc3Cl)CC2)n2cc(-c3ccccc3)nc2n1	-1.4	26.7	-3.3%	0.2	0.6%	0.8%	10.4	2.1%	-5.8
CC(C)Cc1nnc(NC(=O)Cc2ccccc2[N+](=O)[O-])s1	-3.2	10.7	1.6%	21.8	-1.2%	-0.3%	1.1	-9.7%	-5.0
OC(CN(Cc1ccccc1)Cc1ccccc1)c1ccccc1 (configuration not stated)	5.0	.	-5.1%	.	-0.5%	.	.	-34.0%	.
COc1ccc(C2N=C(N)Nc3nc4ccccc4n32)c(OC)c1OC (configuration not stated)	-1.7	1.6	-3.2%	-1.0	-1.6%	-0.1%	14.2	2.0%	0.3
c1csc(CSc2nc3ccccc3s2)c1	-3.6	14.5	6.8%	1.6	-0.7%	1.4%	13.4	-6.2%	0.7
COc1ccccc1C(=O)N(CCN(C)C)c1nc2cc(C)cc(C)c2s1	-2.5	-5.0	-3.8%	28.9	2.6%	-0.8%	-16.8	6.1%	1.4
COc1ccc(CNC(=O)CCCn2c(SCC(N)=O)nc3cc4c(cc3c2=O)OCO4)cc1	-3.5	11.8	-2.5%	0.6	7.7%	-2.0%	10.9	0.5%	1.4
CCc1nc(SCc2ccccc2C#N)n[nH]1	-5.5	-8.3	-3.5%	0.3	-6.4%	-0.2%	-5.1	-16.0%	-3.2
C/C(=N\Nc1ccc([N+](=O)[O-])cc1)c1ccc(N)cc1	9.2	-19.5	0.3%	18.0	-17.0%	1.2%	-1.6	-0.4%	-8.6

Screening data from PubChem.
